# Integrin act MD = qHTS for Activators of Integrin-Mediated Alleviation for Muscular Dystrophy | alpha7betagal myoblasts, beta-gal FDG fluorescence, 48 h | Potency, µM (series often up to 38.3 µM), for the others: at the highest dose activation, most hits filed as activators | hit rate 0.064% among 350,000;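 note: potency is the fitted concentration of half-maximal effect; 100% = response of the positive control SU9516; nearly all actives have a fitted effect of over 60% in size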
#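 Alpha7betagal+/- myoblasts (passage 13) were plated 16-24 hr, then exposed to compounds (1:260 dilution of DMSO stock) for 48 hours at 37C. After MPER lysis, β-galactosidase reporter activity was read as FDG fluorescence (ex 480/em 540) after 30 minutes.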
# KCNH2 3.1 block = qHTS for Inhibitors of KCHN2 3.1: Mutant qHTS; Potassium voltage-gated channel subfamily H member 2, brain isoform KCNH2 3.1 (human); U2OS KCNH2 3.1, thallium flux FluxOr; hits give low values; activity change, % (tested at about 1.8 µM); hit rate 0.95% among 340,000; AID 720553, 2013;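 active = maximum activity change below -70%; inconclusive = maximum activity change from -70% to -50%; inactive = maximum activity change above -50%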;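 note: thallium influx rate constant from kinetic fluorescence after stimulation buffer; % is set by controls: 0 for no effect and ±100 for the full control effect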
#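 Thallium flux read-out: FluxOr dye with Red40 quencher in HBSS/HEPES, 45 min at RT. Rate constants from kinetic reads were normalized to positive and negative DMSO controls. Cells: U2OS virally expressing the 3.1 isoform.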
# TRPV1 agonist = HTS Assay for Compounds that Act as Agonists of the Vanilloid Receptor 1 | activation, % at 8.33 µM | TRPV1-expressing cells, Fluo-8 calcium influx, agonist mode | hit rate 0.19% among 320,000 | Transient receptor potential cation channel subfamily V member 1 (Homo sapiens), Q8NER1; in the data active = activation above about 80%; inconclusive = between about 30% and that limit; note: 0% is about no effect
# Target sequence (Q8NER1 whole entry, looked up): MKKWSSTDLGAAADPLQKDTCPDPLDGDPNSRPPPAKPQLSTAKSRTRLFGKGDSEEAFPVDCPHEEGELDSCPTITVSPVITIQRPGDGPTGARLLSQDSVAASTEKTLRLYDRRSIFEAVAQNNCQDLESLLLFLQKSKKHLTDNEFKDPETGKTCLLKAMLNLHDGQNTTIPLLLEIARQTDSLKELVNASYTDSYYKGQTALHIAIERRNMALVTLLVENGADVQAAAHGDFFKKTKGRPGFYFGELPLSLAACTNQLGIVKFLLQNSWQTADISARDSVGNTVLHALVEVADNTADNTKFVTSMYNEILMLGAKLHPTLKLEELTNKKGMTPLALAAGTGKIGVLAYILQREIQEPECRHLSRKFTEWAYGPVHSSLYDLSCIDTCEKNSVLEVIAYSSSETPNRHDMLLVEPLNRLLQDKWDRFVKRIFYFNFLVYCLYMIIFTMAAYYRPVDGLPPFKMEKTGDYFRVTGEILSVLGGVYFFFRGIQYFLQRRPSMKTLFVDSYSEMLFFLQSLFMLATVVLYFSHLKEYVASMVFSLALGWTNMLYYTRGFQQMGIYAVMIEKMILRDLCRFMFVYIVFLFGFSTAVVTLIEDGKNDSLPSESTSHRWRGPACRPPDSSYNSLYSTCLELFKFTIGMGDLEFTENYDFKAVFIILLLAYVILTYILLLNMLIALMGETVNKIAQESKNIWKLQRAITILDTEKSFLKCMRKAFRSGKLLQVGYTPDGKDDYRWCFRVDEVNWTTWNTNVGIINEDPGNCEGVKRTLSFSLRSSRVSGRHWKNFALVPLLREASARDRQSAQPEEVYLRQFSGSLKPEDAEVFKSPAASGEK
#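 Fluo-8 calcium influx in TRPV1-expressing cells, kinetic read (ex 480/em 520 nm). Compound added and read 3 min for agonist activity, followed by capsaicin at EC20 final and 2 min further read for enhancement.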
# hERG WT inh = qHTS for Inhibitors of KCHN2 3.1: Wildtype qHTS; U2OS, BacMam KCNH2, thallium flux FluxOr; hits give low values; Voltage-gated inwardly rectifying potassium channel KCNH2 (Homo sapiens), Q12809; AID 720551, 2013; hit rate 0.37% among 340,000; activity change, % at 1.84 µM;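 active = maximum activity change below -70%; inconclusive = maximum activity change between -70% and -50%; inactive = maximum activity change above -50%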; note: % is set by controls: 0 for no effect and ±100 for the full control effect
#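 U2OS cells transduced with wild-type KCNH2 virus are loaded with FluxOr dye for 45 min, and thallium flux is measured in kinetic reads before and after stimulation buffer. Rate constants are normalized to DMSO controls.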
# MBNL1-CUG inh = qHTS Assay for Inhibitors of MBNL1-poly(CUG) RNA binding; hit rate 0.036% among 280,000; Potency, µM (doses to about 57.5 µM), without a hit: top-dose activity change, negative = inhibition, usual class: inhibitors; TR-FRET MBNL1-His/biotin-(CUG)12 binding, 665/545 ratio; active = well fitted inhibition curve with a large enough effect in the signal ratio, with a control signal flat, not every such curve was filed as active; inconclusive = small, poorly fitted or top-dose-only effect, or effect the other way, or a change in a side signal; inactive = no such curve, though single readings can be large or run the other way; the % refers to the signal ratio; note: potency is the fitted concentration of half-maximal effect; % is set by controls: 0 for no effect and ±100 for the full control effect
#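 Inhibition of protein-RNA binding appears as loss of TR-FRET between terbium anti-His antibody on MBNL1-His and streptavidin-XL665 on biotin-(CUG)12. Activity is normalized to buffer-only and uninhibited-complex controls.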
# CXXC DNA block = qHTS Fluorescence Polarization Assay for Inhibitors of MLL CXXC domain - DNA interaction; Histone-lysine N-methyltransferase 2A (Homo sapiens), Q03164; MLL-CXXC / FITC-HOXA9 DNA fluorescence polarization; Potency, µM (doses to about 115 µM), for the others: at the highest dose activity change, negative = inhibition, actives largely listed as inhibitors; hit rate 0.037% among 290,000; AID 2662, 2010; active = well fitted inhibition curve with a large enough effect in the polarisation, with a control signal flat, not every such curve was filed as active; inconclusive = small, poorly fitted or top-dose-only effect, or effect the other way, or a change in a side signal; inactive = no such curve, though single readings can be large or run the other way; the % refers to the polarisation; note: potency is the fitted concentration of half-maximal effect
#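 Steps: dispense CXXC domain solution (7 uM) → pin compounds or unlabeled HOX-A9 DNA control → 5 min ambient → add FLSN-HOX-A9 solution (50 nM) → spin → 30 min ambient → fluorescence polarization. Tris pH 7.5/NaCl/DTT/BSA buffer.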
# GALK inhibitor = qHTS Assay for Inhibitors of Human Galactokinase (GALK); Potency, µM (titrated, usually from 57.5 µM), for the others: top-dose activity change, negative = inhibition, actives largely listed as inhibitors; Purified GALK, Kinase-Glo residual ATP luminescence; hit rate 0.007% among 270,000; P51570; note: potency is the fitted concentration of half-maximal effect; % is set by controls: 0 for no effect and ±100 for the full control effect
#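 Quantitative HTS: GALK 5 nM, ATP 35 uM, galactose 100 uM, 1 h room temperature, then luciferase-based ATP detection.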
# ASM inhibitor = Inhibitors of Secretory Acid Sphingomyelinase (S-ASM): qHTS | Sphingomyelin phosphodiesterase (Homo sapiens), P17405 | placental ASM, HMU-PC fluorogenic substrate, 60 min | Potency, µM (series often up to 57.5 µM), inactives show top-dose activity change, negative = inhibition, usual class: inhibitors | hit rate 0.006% among 340,000 | AID 504937, 2011; note: potency is the fitted concentration of half-maximal effect
#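 Human placenta-derived ASM enzyme was preincubated with compound for 10 minutes at room temperature, then given fluorogenic substrate HMU-PC0 (9 uM final) for 60 minutes at 37 °C; a pH 10 stop preceded fluorescence reading at Ex 386/Em 447 nm.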
# Coupling enz = qHTS Assay for Inhibitors of Fructose-1,6-bisphosphate Aldolase from Giardia Lamblia: Coupling assay counterscreen; coupling enzyme system counterscreen, AmpLite Red fluorescence; hit rate 0.67% among 290,000; activity change, negative = inhibition, % at 58.2 µM, hits read low; AID 2472, 2010; in the data active = activity change below about -30%; note: % is set by controls: 0 for no effect and ±100 for the full control effect
#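 Final compound at 57.5 uM, incubated 10 min at RT with coupling enzyme reagent (glyceraldehyde-3-phosphate), then 20 min with substrate and AmpLite Red detection. Fluorescence read at 525/598 nm; tests interference with the coupling assay, not aldolase inhibition.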
# AT treatment = qHTS Assay for Identifying a Potential Treatment of Ataxia-Telangiectasia | […] A-T fibroblasts, KAP-1 phosphorylation AlphaLISA; neocarzinostatin DNA damage 30 min before lysis | Potency, µM (highest dose often 57.5 µM), inactives show top-dose activation, actives largely listed as activators | hit rate 0.19% among 320,000; note: potency is the fitted concentration of half-maximal effect; % of control where 0% means no effect; nearly all actives have a fitted effect of over 45% in size
#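 hTERT-immortalized A-T patient fibroblasts ([…]), 500 cells/well in OPTI-MEM, 1% FBS, got compounds for 60 min, then NCS for 30 min at 37C. Lysates were then assayed for phospho-KAP-1 by AlphaLISA (anti-pKAP1 donor, anti-KAP1 acceptor beads), 6 hr at 25C.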
# * marks the source's active call; other numbers are inactive results; i = inactive; ? = inconclusive; . = not tested or not shown; [ ] = another dose, or the depositor's remark. Unless noted, calls come from the whole dose curve; as a rule, active = well fitted curve in the direction sought with a large enough effect; inconclusive = small, poorly fitted or top-dose-only effect, or another doubt; inactive = no such curve, though single readings can be large; an effect the other way counts as inactive or inconclusive.
smiles	Integrin act MD	KCNH2 3.1 block	TRPV1 agonist	hERG WT inh	MBNL1-CUG inh	CXXC DNA block	GALK inhibitor	ASM inhibitor	Coupling enz	AT treatment
COc1ccc(-c2cn(-c3ccc(OC)cc3)c3[n+]2-c2ccccc2CC3)cc1	-26.6%	-10.1	1.2	0.3	-12.1%	22.4%	0.0%	-0.1%	4.3	.
O=C(Cc1cccs1)NCCN1CCOCC1	-1.1%	.	4.3	5.8	.	10.9%	0.2%	2.5%	0.1	1.1%
CN1CCN(S(=O)(=O)c2ccc(NC(=O)C3CCCCC3)cc2)CC1	-11.5%	2.8	0.5	3.5	-7.7%	-0.8%	-4.3%	1.2%	0.2	.
CCc1ccc([C@H]2C(C(=O)O)=C[C@@H](C(C)(C)C)N2S(=O)(=O)c2ccc(C)cc2)cc1	16.3%	-23.2	.	1.0	.	.	.	-12.8%	.	13.1%
CCOc1cc(C(=O)N2CCN(c3ccccn3)CC2)cc(OCC)c1OCC	-13.5%	6.1	0.5	-23.3	-9.2%	-13.2%	6.2%	1.8%	0.3	10.9%
Cc1ccnc2c(N3C(=O)C4C5c6ccccc6C(c6ccccc65)C4C3=O)cccc12 (configuration not stated)	-33.9%	2.2	-6.7	-3.3	7.8%	5.6%	-0.1%	-3.3%	-0.5	23.8%
Cc1ccc(S(=O)(=O)N2CCc3cc4c(cc3C2C)OCCCO4)cc1 (configuration not stated)	-28.3%	3.6	15.3	4.9	-5.9%	1.1%	4.3%	-1.5%	.	1.9%
O=C1c2ccccc2C(O)N1c1cccnc1 (configuration not stated)	10.2%	1.2	.	-8.0	-12.1%	-6.1%	0.3%	-4.1%	-4.0	2.7%
CC(Sc1nc2sc3c(c2c(=O)n1-c1ccccc1)CCCC3)C(=O)O (configuration not stated)	-31.8%	-1.5	1.9	-7.2	-3.6%	-9.9%	2.3%	5.4%	21.7	-3.8%
O=C(CCC(=O)N1CCN(S(=O)(=O)c2ccc(Cl)cc2)CC1)NC1CCCc2ccccc21 (configuration not stated)	-11.5%	-12.2	-1.0	14.2	-0.7%	-1.9%	-2.9%	-1.0%	3.7	4.7%
NC(=O)C1(N2CCCCC2)CCN(CC(=O)Nc2cc(Cl)ccc2Cl)CC1	-27.0%	-31.3	3.9	5.4	1.4%	3.0%	1.2%	-4.2%	0.7	0.9%
O=S(=O)(NCCc1ccccc1F)c1cccc(S(=O)(=O)N2CCOCC2)c1	16.8%	-1.0	-9.0	-0.2	-3.7%	-1.8%	-1.3%	-0.6%	10.0	12.5%
O=C(NCc1ccco1)c1cc(NS(=O)(=O)c2cccc([N+](=O)[O-])c2)ccc1O	7.8%	-198.1*	2.5	-152.1*	?	-5.0%	1.0%	-9.7%	9.9	-4.2%
CCCCc1nnc(NC(=O)C(C)Sc2nc(O)c(Cc3ccccc3)c(=O)[nH]2)s1 (configuration not stated)	-3.5%	13.7	-0.2	-2.2	1.7%	1.7%	-0.5%	11.2%	-0.5	0.3%
CN(CCc1ccccn1)C(=O)CCC1CCCN(C(=O)c2cscn2)C1 (configuration not stated)	-0.5%	8.5	1.0	-6.5	6.8%	-3.2%	-0.3%	5.8%	-2.9	9.7%
Nc1cc(Cl)ccc1C(=O)OCC(=O)NC1CCCCC1	-15.5%	5.4	0.2	-0.4	.	7.4%	10.2%	72.0%[activator]	-0.9	-0.4%
Cc1ccc(-c2nn(CC(=O)NN3CCOCC3)c(=O)c3ccccc23)cc1	-20.6%	-15.6	0.8	3.3	-7.0%	-5.6%	.	2.0%	0.8	5.5%
COc1ccc(C2/C(=C(/O)c3ccc(C)cc3)C(=O)C(=O)N2C)c(OC)c1 (configuration not stated)	2.0%	-4.2	0.4	-8.1	20.3%	-9.5%	7.0%	-1.4%	10.8	1.3%
CC(C)[C@H](NC(=O)c1cc2cc(Cl)ccc2n1C)C(=O)N[C@@H](C(=O)O)c1ccccc1	24.8%	4.2	2.0	-13.5	-0.1%	-2.6%	.	4.7%	9.9	?
Cc1ccn(C(=O)c2cc3ccccc3oc2=O)n1	.	.	-4.3	.	7.1%	-10.2%	3.5%	.	1.4	.
CCOc1ccc(NS(=O)(=O)c2ccc(NC(=O)[C@@H]3CCCC[C@@H]3C(=O)O)cc2)cc1	-8.9%	-3.4	1.3	-5.0	-16.6%	1.6%	0.3%	-0.2%	8.4	5.5%
CCCCn1c(N)c(Sc2ccc(Cl)cc2)c(=O)[nH]c1=O	-27.2%	0.3	-0.9	8.8	-2.6%	10.1%	0.4%	2.4%	6.2	1.3%
Nc1ccc(C(=O)N2N=C(c3ccccc3)CC2(O)C(F)(F)F)cc1 (configuration not stated)	-3.0%	23.3	23.1	-2.8	-3.6%	2.8%	2.1%	-2.5%	0.8	-0.5%
CC(=O)Nc1ccc(NC(=O)c2ccc3c(c2)C(=O)N(c2ccccc2C)C3=O)cc1	?	?	-4.0	.	6.9%	10.3%	.	-4.5%	1.8	1.4%
Cc1ccc(C(=O)N=c2sccn2C)cc1C	0.0%	-10.6	1.3	-12.5	-1.8%	6.9%	-5.6%	-2.4%	.	16.3%
COc1ccc(Oc2ccc(C(F)(F)F)cc2NC(=O)c2ccc(OC)cc2)cc1	-54.3%[inhibitor]	-30.0	1.0	11.3	-4.7%	4.7%	0.5%	-6.0%	-6.3	0.0%
Cc1cccc(C)c1OCCn1nnc2ccccc21	11.8%	16.1	17.8	-1.5	-8.3%	4.9%	4.5%	3.6%	1.9	7.0%
CCOC(=O)c1c(NC(=O)/C=C\C(=O)O)sc(C)c1-c1ccccc1	-0.5%	-3.4	2.2	6.6	6.4%	-8.8%	-14.0%	14.6%	16.7	2.0%
CCCCOc1ccc(C(=O)Nc2cccc(-n3cnnn3)c2)cc1OC	-14.4%	-3.9	88.5*	-8.3	4.6%	6.9%	-5.5%	-6.2%	3.2	8.3%
COc1cc(S(=O)(=O)NC2CCCCC2C)ccc1F (configuration not stated)	20.7%	-1.9	3.7	-3.5	2.1%	-10.3%	-1.0%	-0.3%	1.2	9.3%

# Molecules listed so far that have a CF3 group, in the order listed:
smiles	Integrin act MD	KCNH2 3.1 block	TRPV1 agonist	hERG WT inh	MBNL1-CUG inh	CXXC DNA block	GALK inhibitor	ASM inhibitor	Coupling enz	AT treatment
Nc1ccc(C(=O)N2N=C(c3ccccc3)CC2(O)C(F)(F)F)cc1 (configuration not stated)	-3.0%	23.3	23.1	-2.8	-3.6%	2.8%	2.1%	-2.5%	0.8	-0.5%
COc1ccc(Oc2ccc(C(F)(F)F)cc2NC(=O)c2ccc(OC)cc2)cc1	-54.3%[inhibitor]	-30.0	1.0	11.3	-4.7%	4.7%	0.5%	-6.0%	-6.3	0.0%

# (listing goes on)
smiles	Integrin act MD	KCNH2 3.1 block	TRPV1 agonist	hERG WT inh	MBNL1-CUG inh	CXXC DNA block	GALK inhibitor	ASM inhibitor	Coupling enz	AT treatment
O=C(COC(=O)c1ccc2c(c1Cl)C(=O)c1ccccc1C2=O)NC1CCCCC1	-22.1%	12.1	2.0	i	?	2.6%	0.6%	-4.6%	-1.9	-0.7%
O=C1CC(Sc2nnnn2-c2ccccc2)C(=O)N1c1cccc(Cl)c1 (configuration not stated)	-69.0%[inhibitor]	4.0	10.9	13.9	-4.0%	3.2%	0.5%	-2.7%	-1.8	-8.5%
CN(C)S(=O)(=O)c1ccc(Cl)c(NC(=O)CN2C(=O)NC3(CCCC3)C2=O)c1	5.3%	-10.4	-0.9	-1.9	-3.7%	1.8%	13.3%	-2.2%	1.9	3.0%
CCN(CC)/C(=N\S(=O)(=O)c1ccc(F)cc1)c1ccccc1	-11.0%	4.7	-0.7	-13.5	4.0%	5.7%	-2.4%	5.1%	-0.3	-3.3%
COc1ccccc1Nc1nc(N)nc(CN2CCC(C)CC2)n1	15.6%	-26.6	-3.4	52.4	1.6%	5.9%	-0.9%	6.9%	0.2	2.6%
CCN(CC)S(=O)(=O)c1ccc(NC(=O)c2ccc(CN3CCOCC3)cc2)cc1	-21.1%	15.5	0.4	5.9	0.4%	4.9%	2.2%	0.9%	1.4	1.9%
